Screening data from PubChem BioAssay.
G6PDH CS – counter-screen for G6PDH assay hits: L. mesenteroides G6PDH inhibition | Purified L. mesenteroides G6PDH, diaphorase/resazurin coupled fluorescence, 45 min | inhibition, % at 5 µM | 200,000 compounds, 0.12% hits; in the data active = inhibition above about 50%
FLuc stim CS – affects firefly luciferase, flagging false hits in luciferase stimulation screens | P08659 | ATPlite luciferase biochemical, luminescence, 10 min; 0 = ATP-free wells, 1 = DMSO control | activation factor at 10 µM | 200,000 tested, under 10 active | AID 1027;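 active = luciferase activation factor, scaled between plate controls, of at least 2 with compound at 10 µM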
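test system = cell-free luciferase reagent | medium = PBS as buffer for the ATP substrate | dosing = test compounds dosed from 2 mM stocks in 100% DMSO | incubation = 10 min at ambient temperature | detection = luminescence measurement of luciferase light output | benchmarks = low control with PBS replacing ATP, high control enzyme plus ATP without compound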
NF-kB expr up – compounds increasing NF-kB expression in human neuronal cells; NF-kB reporter expression; active compounds read high; fold change at 12.5 µM; 190,000 compounds, 1.6% hits; in the data active = fold change above about 3.3
Diaphorase inh – diaphorase inhibition or chemical oxidation counter-screen | diaphorase resazurin-to-resorufin fluorescence, NADH, 16 min; bacterial (C. kluyveri) enzyme, not human | inhibition, % at 20 µM | 190,000 compounds, 0.69% hits | AID 1217;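 active = primary screen inhibition at 20 µM above a set limit, cut at about 50% in these data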;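 note: plate controls were DMSO with full reaction for no effect and wells lacking NADH for full effect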
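Assay system: diaphorase enzyme from Clostridium kluyveri. Quantity: enzyme working solution with 0.14 U/mL diaphorase. Schedule: reaction incubation of 16 min at room temperature. Technique: resorufin fluorescence, excitation 544 nm, emission 590 nm. Controls: No-NADH positive control and DMSO neutral control.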
TLR4 MyD88 comp – inhibitors of human TLR4-MyD88 binding; inhibition, % at 8.4 µM; 200,000 compounds, 0.18% hits; AID 861; HeLa CL3-4 TLR4/MyD88 BLA complementation, FRET ratio; in the data active = inhibition above about 25%;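 note: 0% = vehicle and 100% = reference inhibitor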
Target sequence (O00206 whole entry, looked up): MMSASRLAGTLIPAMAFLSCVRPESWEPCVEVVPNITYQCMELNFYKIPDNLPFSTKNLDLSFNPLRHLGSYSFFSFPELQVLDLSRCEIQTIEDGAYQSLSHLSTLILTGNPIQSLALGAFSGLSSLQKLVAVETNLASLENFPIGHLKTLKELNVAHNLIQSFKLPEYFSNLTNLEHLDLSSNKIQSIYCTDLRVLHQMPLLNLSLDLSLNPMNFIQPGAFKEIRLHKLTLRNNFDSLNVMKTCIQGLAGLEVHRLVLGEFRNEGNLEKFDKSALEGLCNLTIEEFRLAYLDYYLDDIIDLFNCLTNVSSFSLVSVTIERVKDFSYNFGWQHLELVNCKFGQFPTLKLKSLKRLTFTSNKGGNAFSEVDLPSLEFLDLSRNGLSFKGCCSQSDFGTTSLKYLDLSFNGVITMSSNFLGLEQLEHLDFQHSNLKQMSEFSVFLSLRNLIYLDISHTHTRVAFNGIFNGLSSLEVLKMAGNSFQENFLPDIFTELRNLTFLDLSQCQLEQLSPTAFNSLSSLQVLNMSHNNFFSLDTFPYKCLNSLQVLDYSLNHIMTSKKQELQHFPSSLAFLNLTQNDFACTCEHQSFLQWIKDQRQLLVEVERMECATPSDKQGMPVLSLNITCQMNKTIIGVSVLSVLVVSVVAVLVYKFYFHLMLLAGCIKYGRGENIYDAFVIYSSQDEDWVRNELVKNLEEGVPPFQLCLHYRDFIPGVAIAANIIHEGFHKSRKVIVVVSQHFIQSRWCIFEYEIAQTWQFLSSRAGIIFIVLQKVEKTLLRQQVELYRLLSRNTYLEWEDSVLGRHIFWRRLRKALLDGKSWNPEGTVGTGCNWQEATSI
Target sequence (Q99836 whole entry, looked up): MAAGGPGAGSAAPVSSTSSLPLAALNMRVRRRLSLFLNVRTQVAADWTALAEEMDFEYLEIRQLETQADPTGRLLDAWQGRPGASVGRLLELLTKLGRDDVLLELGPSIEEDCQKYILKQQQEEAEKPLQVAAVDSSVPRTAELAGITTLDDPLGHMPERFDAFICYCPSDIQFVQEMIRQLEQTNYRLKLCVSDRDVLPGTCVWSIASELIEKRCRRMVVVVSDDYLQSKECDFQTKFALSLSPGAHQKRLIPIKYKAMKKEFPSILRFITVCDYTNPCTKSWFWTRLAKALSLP
APP 5'UTR act – activates APP 5'UTR luciferase reporter; SH-SY5Y APP 5'UTR luciferase reporter, luminescence; zero percent = DMSO vehicle wells; activation, % at 2 µM; 190,000 compounds, 1% hits; AID 1276;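 active = activation above a set limit, based on mean plus 3 SD of controls, cut at about 140% in these data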; note: values of inactives mirror those of a sister screen read the other way
APP transl inh – APP translation inhibition; AID 1285; 190,000 compounds, 0.82% hits; inhibition, % at 2 µM; SH-SY5Y APP 5'UTR-luciferase reporter, luminescence;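 active = inhibition above a set limit, derived from the sample mean plus 3 SD, cut at about 45% in these data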; note: values of inactives mirror those of a sister screen read the other way
FLuc inh counter – counter-screen for luciferase assay inhibitors: firefly luciferase inhibition; 200,000 compounds, 1.5% hits; ATPLite firefly luciferase biochemical luminescence, 10 min; inhibition, % at 10 µM; P08659; AID 1006;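 active = inhibition above about 50% when tested at 10 µM, limit read from the data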
Diaphorase act – counter-screen for diaphorase-based assays: diaphorase activators and chemical reducers; 190,000 compounds, 0.005% hits; activation factor at 20 µM; Diaphorase/resazurin coupled assay, resorufin fluorescence, 16 min; active compounds read high; 1 = vehicle wells, 0 = NADH-free wells;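 active = diaphorase activity raised at least twofold by the compound at 20 µM; inactive = activation factor below 2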
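Assay system: bacterial diaphorase enzyme (C. kluyveri) / Input: enzyme 0.07 U/mL final / Medium: 50 mM HEPES pH 7.4 with 4.542 mM MgCl2, 0.005% Tween 20 / Doses: single compound dose of 20 µM, 1% DMSO final / Incubation: 16 min enzyme reaction, ambient temperature / Signal: fluorescence, excitation 544 nm and emission 590 nm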
STAT1 activator – STAT1 signaling activation. 200,000 compounds, 2.6% hits. activation (% of control), % at 5.5 µM. NIH 3T3 STAT1-luciferase reporter, IFN-gamma, luminescence; 100% = IFN-gamma alone, no compound. AID 932;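 active = activation above the screen-wide mean activation plus 3 SD, cut at about 130% in these data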;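 note: raw ratio to IFN-gamma control signal so 100% means no change and 0% no light; values of inactives mirror those of a sister screen read the other way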
The depositor's hits bear a star; . = no result given.

SMILES | G6PDH CS | FLuc stim CS | NF-kB expr up | Diaphorase inh | TLR4 MyD88 comp | APP 5'UTR act | APP transl inh | FLuc inh counter | Diaphorase act | STAT1 activator
O=S(=O)(c1ccccc1)c1nc(Nc2cccc(O)c2)sc1Cl | 10 | 1.1 | 0.8 | 23 | -8 | -1 | 1 | -6 | 0.8 | 112
Cc1cc(C)c(OCCN(C)C)c(Cl)c1 | -4 | 1 | 1.1 | 10 | 13 | 7 | -8 | -2 | 0.9 | 99
Cc1ccccc1CSCCNC(=O)CCSc1ccccc1 | 12 | 1 | 1.4 | 16 | 2 | 14 | -14 | 2 | 0.8 | 107
O=C(/C=C/c1ccc([N+](=O)[O-])cc1)NCc1ccc2c(c1)OCO2 | 8 | 1 | 1.1 | 6 | 5 | -13 | 13 | 1 | 0.9 | 99
COc1ccc(CCN2CC34C=CC(O3)C(C(=O)NCc3ccccc3Cl)C4C2=O)cc1OC (stereo not drawn) | -12 | 1.1 | 1.2 | 12 | 3 | -4 | 4 | -6 | 0.9 | 101
N#CC1=C(N)SC(N)=C(C#N)C1C1C=CCCC1 (stereo not drawn) | 2 | 1 | 1.2 | 1 | -7 | 9 | -9 | -1 | 1 | 96
CC(=O)NN1C(=O)/C(=C\c2ccc(Cl)cc2)SC1=S | 25 | 1.1 | 1.1 | 1 | 8 | -12 | 12 | -6 | 1 | 102
Cc1cccn2c(=O)c(C=O)c(N3CCN(c4ccc(F)cc4)CC3)nc12 | 0 | 1 | 1.2 | 8 | -5 | -1 | 0 | -5 | 0.9 | 99
CC[N+](C)(C)CCN(Cc1ccc(Cl)cc1)c1ccccn1 | 9 | 1.1 | 0.58 | 10 | 2 | 12 | -12 | -8 | 0.9 | 94
Cc1ccc(-n2c(SCC(=O)NCC3CCCO3)nc3c(c2=O)SCC3)cc1 (stereo not drawn) | 9 | 1 | 0.94 | -2 | -2 | -3 | 3 | -3 | 1 | 96
Cc1cccc(C)c1NC(=O)C1(NC(=O)C2CCC(=O)N2)CCCCC1 (stereo not drawn) | -2 | 1.1 | 1.1 | 8 | -9 | 7 | -7 | -7 | 0.9 | 98
COc1ccc2c(c1)CCc1c(C(=O)Nc3ccn(Cc4ccc(C)cc4)n3)noc1-2 | 1 | 1.1 | 1.1 | 23 | 7 | 25 | -25 | -7 | 0.8 | 105
O=C(NC(=S)N1CCN(c2ccc([N+](=O)[O-])cc2)CC1)c1ccccc1F | 1 | 1 | 1.2 | 15 | -1 | -8 | 8 | -4 | 0.9 | 101
CCCCCCn1nc(C(=O)Nc2nc3c(s2)CCCC3)c2ccccc2c1=O | -17 | 1 | 0.67 | 11 | -4 | 28 | -28 | 4 | 0.9 | 103
CC(C)(C)C(=O)Nc1cccc(-c2nnc(-c3cccc(NC(=O)C(C)(C)C)c3)o2)c1 | 0 | 1 | 1.1 | 5 | -9 | -5 | 5 | -2 | 1 | 103
CC1CCCCN1C(=S)NCc1ccccc1 (stereo not drawn) | -13 | 1.1 | 1.1 | 6 | -2 | 24 | -24 | -7 | 0.9 | 90
CC(C)(C)OC(=O)N1CC=C2C(C#N)=C(N)C(C#N)(C#N)C(c3cccs3)C2C1 (stereo not drawn) | 1 | 1.1 | 0.82 | 10 | 15 | 5 | -5 | -8 | 0.9 | 100
CC1(C)OC2OC(C(=O)N/N=C/c3cc(Br)ccc3O)C3OC(C)(C)OC3C2O1 (stereo not drawn) | 18 | 1.1 | 0.78 | 11 | 2 | -4 | 4 | -8 | 0.9 | 102
COc1ccc(C2CC(c3ccccc3)Nc3nc(NC(=O)c4ccco4)nn32)cc1 (stereo not drawn) | 2 | 1 | 0.99 | 30 | 2 | 2 | -2 | -3 | 0.7 | 104
COC(=O)c1ccc(Cn2cnc3c(sc4nc(N5CCOCC5)c5c(c43)CCCC5)c2=O)o1 | -43 | 0.9 | 0.76 | 8 | -6 | 21 | -21 | 7 | 0.9 | 110
COc1ccccc1CN(Cc1nc2ccccc2c(=O)[nH]1)C(=O)Nc1ccc(C)cc1 | -1 | 1 | 0.82 | -3 | 8 | -6 | 6 | -3 | 1 | 103
O=C(c1ccccc1Cl)N1CCc2ccccc2C1 | 5 | 1.1 | 1.5 | 5 | -23 | -1 | 1 | -6 | 1 | 101
Cc1nc2ccccc2c(=O)n1CCN1CCOCC1 | 8 | 1.1 | 0.99 | 0 | -8 | -6 | 6 | -8 | 1 | 102
NNC(=O)COc1ccccc1[N+](=O)[O-] | 16 | 1 | 1.2 | 11 | -14 | 85 | -85 | -4 | 0.9 | 94
COc1cccc2c(=O)n(CC(=O)N3CCCCC3)ccc12 | -4 | 1 | 1 | 4 | -4 | 7 | -7 | -4 | 1 | 103

A second format for some results above:
| SMILES | G6PDH CS | FLuc stim CS | NF-kB expr up | Diaphorase inh | TLR4 MyD88 comp | APP 5'UTR act | APP transl inh | FLuc inh counter | Diaphorase act | STAT1 activator |
| --- | --- | --- | --- | --- | --- | --- | --- | --- | --- | --- |
| CCCCCCn1nc(C(=O)Nc2nc3c(s2)CCCC3)c2ccccc2c1=O | -17 | 1 | 0.67 | 11 | -4 | 28 | -28 | 4 | 0.9 | 103 |
| CC(C)(C)C(=O)Nc1cccc(-c2nnc(-c3cccc(NC(=O)C(C)(C)C)c3)o2)c1 | 0 | 1 | 1.1 | 5 | -9 | -5 | 5 | -2 | 1 | 103 |
| CC1CCCCN1C(=S)NCc1ccccc1 (stereo not drawn) | -13 | 1.1 | 1.1 | 6 | -2 | 24 | -24 | -7 | 0.9 | 90 |
| CC(C)(C)OC(=O)N1CC=C2C(C#N)=C(N)C(C#N)(C#N)C(c3cccs3)C2C1 (stereo not drawn) | 1 | 1.1 | 0.82 | 10 | 15 | 5 | -5 | -8 | 0.9 | 100 |
| CC1(C)OC2OC(C(=O)N/N=C/c3cc(Br)ccc3O)C3OC(C)(C)OC3C2O1 (stereo not drawn) | 18 | 1.1 | 0.78 | 11 | 2 | -4 | 4 | -8 | 0.9 | 102 |

Next section.
SMILES | G6PDH CS | FLuc stim CS | NF-kB expr up | Diaphorase inh | TLR4 MyD88 comp | APP 5'UTR act | APP transl inh | FLuc inh counter | Diaphorase act | STAT1 activator
CC(C)CCC(C)N=Cc1c(O)n(Cc2ccccc2)c(=O)c2ccccc12 (stereo not drawn) | 14 | 1.1 | 0.67 | 12 | -22 | 12 | -12 | -10 | 0.9 | 97
CCCCNC(=S)N1CCN(c2nc3ccccc3s2)CC1 | 12 | 1 | 0.98 | 12 | 0 | -4 | 4 | -4 | 0.9 | 90
O=C(NCCc1ccccc1)c1ccncc1 | 12 | 1 | 2.2 | -8 | 3 | 33 | -33 | -5 | 1.1 | 130*
COCCNC(=O)C(c1cccnc1)N(Cc1ccc(C)cc1)C(=O)Cn1nnc2ccccc21 (stereo not drawn) | -7 | 1 | 0.95 | 6 | 1 | 18 | -18 | -1 | 0.9 | 101
COC(=O)C1C(O)=C(C=Nc2ccccc2)C(=O)CC1(C)C (stereo not drawn) | 5 | 1 | . | 10 | -11 | 1 | -1 | -3 | 0.9 | 107
Cn1nnnc1SCC(=O)Nc1ccccc1Cc1ccccc1 | 2 | 1 | 1 | 5 | 0 | 3 | -3 | -4 | 1 | 101
Cc1cc(OC(C)C)c2c(-c3ccccc3)cc(=O)oc2c1 | 14 | 1 | 0.91 | 0 | -3 | -5 | 5 | -2 | 1 | 99
COc1ccc(C(=O)Cc2cc(OC)c(OC)cc2[N+](=O)[O-])cc1 | 6 | 1 | 1.6 | 10 | 9 | -3 | 3 | 2 | 0.9 | 115
CCCCNC(=O)CSc1nc2ccccc2c(=O)n1C1CCCC1 | -2 | 1 | 0.96 | 11 | -10 | 5 | -5 | 1 | 0.9 | 99
C=CCOC(=O)COc1ccc2c(C)c(C)c(=O)oc2c1C | 4 | 0.9 | 1.4 | 3 | 11 | 0 | 0 | 12 | 1 | 102
Cc1c(-c2ccc(F)cc2)nc(N)c(C#N)c1-c1cccs1 | 4 | 1.1 | 1.3 | 20 | 10 | 20 | -20 | -7 | 0.8 | 94
Cc1cccc(Nc2nccc(N(C)C)c2C#N)c1 | -8 | 1 | 1.2 | 6 | -1 | -2 | 2 | 2 | 0.9 | 114
CC1(C)CC(CC(=O)Nc2nccs2)(c2ccccc2)CCO1 (stereo not drawn) | 0 | 1 | 0.84 | 15 | -7 | 18 | -18 | -4 | 0.8 | 94
O=C(NN1C(=O)C2C3C=CC(C3)C2C1=O)C(O)c1ccccc1 (stereo not drawn) | 0 | 1.1 | 1 | 5 | 6 | 10 | -10 | -6 | 1 | 101
Cc1ccsc1C(=O)N1CCCC(CCC(=O)N2CCN(c3ccccn3)CC2)C1 (stereo not drawn) | 8 | 1.1 | 1 | 12 | -12 | 5 | -5 | -7 | 0.9 | 94
CCCCCN(C(=O)NC(=O)Nc1ccc(C)cc1)S(=O)(=O)c1ccccc1 | 1 | 1 | 1 | 6 | 19 | 6 | -6 | 0 | 0.9 | 102
Cc1ccc(C)c(S(=O)(=O)NCc2ccc(C(=O)NCc3ccccn3)cc2)c1 | 6 | 1 | 1.2 | 16 | -9 | 15 | -15 | -1 | 0.8 | 96
O=c1c2ccccc2sc2nc(C3CCCCC3)n(Cc3ccco3)c(=O)c12 | 7 | 1 | 1.2 | 26 | 21 | -1 | 1 | 2 | 0.7 | 100
COc1ccccc1NC(=O)c1ccc(NC(=O)CN2CCCC2)cc1 | 2 | 1 | 1.1 | 0 | 9 | 9 | -9 | -1 | 1 | 94
CCNC(=O)CSc1nnc(-c2cccc(S(=O)(=O)N(CC)CC)c2)n1CCc1ccccc1 | 0 | 1.1 | 0.93 | 7 | 4 | 17 | -17 | -8 | 0.9 | 91
O=C(/C=C/c1c(Cl)nc2ccccn12)N1CCN(c2ccccc2F)CC1 | -6 | 1.1 | 1.2 | 13 | 5 | 6 | -6 | -6 | 0.9 | 101
CCC(C)NC(=O)CCCc1ccccc1 (stereo not drawn) | 3 | 1 | 1.1 | -2 | 3 | 28 | -28 | 0 | 1 | 107
COc1cccc(C(c2sc3ncnn3c2O)N2CC(C)OC(C)C2)c1 (stereo not drawn) | 27 | 1 | 0.99 | 8 | -6 | 7 | -7 | -2 | 0.9 | 109
CN(C)c1cccc(C(=O)OCC(=O)NCC2CCCO2)c1 (stereo not drawn) | -2 | 1 | 1 | 5 | -10 | -7 | 7 | 0 | 0.9 | 104
CCc1cc2c(SCC(=O)N(CC)c3c(N)n(Cc4ccccc4)c(=O)[nH]c3=O)ncnc2s1 | 4 | 1.1 | 1.1 | 9 | 7 | 6 | -6 | -12 | 0.9 | 90
COP(=O)(OC)c1nc(-c2ccccc2)oc1NCc1ccccc1 | 0 | 1.1 | 1.2 | 15 | -4 | -1 | 2 | -6 | 0.9 | 97
COc1ccc(CCNC(=O)Cn2cc(C(F)(F)F)cc(Cl)c2=O)cc1OC | 1 | 1 | 1.2 | 18 | 4 | -15 | 16 | -4 | 0.8 | 105
COC(=O)[C@@]1(Cc2ccc(OC)cc2)[C@H]2c3cc(C(=O)N4CCCC4)n(CCO)c3C[C@H]2CN1C(=O)c1ccccc1 | 25 | 1 | 0.96 | 14 | 1 | -8 | 8 | -2 | 0.9 | 99
CN1CCC(=NNC(=O)C(=O)NC2CCCC2)CC1 | 6 | 1.1 | 1.2 | 3 | -5 | -4 | 4 | -6 | 1 | 103
